# Screening data deposited in PubChem by several laboratories.
# CR mimetic SO = reduction of superoxide in aged yeast, primary screen, HTS | S. cerevisiae aged cells, superoxide DHE fluorescence; stronger effect = lower value | superoxide response (% of plate mean), % at 10 µM | actives 0.18% (n = 330,000) | AID 2690, 2010;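 active means superoxide response under a set limit, about three screen SD below normal, cut at about 65% in these data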;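 further: yeast aged for seven days with compound at 30 °C before DHE staining; 100% = average MFI of all compound-treated wells on the plate with controls excluded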
# JMJD2C inh = inhibitors of GASC-1 histone demethylase, primary screen, biochemical, fluorescence, DELFIA europium. Lysine-specific demethylase 4C (Homo sapiens), Q9H3R0. GST-JMJD2C(1-420) H3K9me3 demethylation. inhibition, % at 2.35 µM. actives 0.069% (n = 330,000). AID 2099, 2009;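 active means more than half of a compound's replicate wells show inhibition beyond 50%, single wells judged on their own value; inconclusive means some, but no more than half, of replicates pass 50% inhibition; inactive means no replicate passes 50% inhibition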;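 further: signal counts dimethyl H3K9 product captured on neutravidin plate; 0% = median of DMSO wells and 100% = 0.3 times that DMSO median; strong numbers were not always called active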
# PP1 counter = PP1-alpha phosphatase inhibitors, primary screen, counter-screen for PP5 inhibitor project, biochemical, fluorescence, OMFP substrate, single point. Serine/threonine-protein phosphatase PP1-alpha catalytic subunit (Homo sapiens), P62136. purified PP1alpha. inhibition, % at 6.7 µM. actives 0.9% (n = 320,000);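 active means inhibition above the mean inhibition of all tested compounds plus 3 SD, computed separately for each screening campaign, cut at about 15% in these data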
# Target sequence (P62136 whole entry, looked up): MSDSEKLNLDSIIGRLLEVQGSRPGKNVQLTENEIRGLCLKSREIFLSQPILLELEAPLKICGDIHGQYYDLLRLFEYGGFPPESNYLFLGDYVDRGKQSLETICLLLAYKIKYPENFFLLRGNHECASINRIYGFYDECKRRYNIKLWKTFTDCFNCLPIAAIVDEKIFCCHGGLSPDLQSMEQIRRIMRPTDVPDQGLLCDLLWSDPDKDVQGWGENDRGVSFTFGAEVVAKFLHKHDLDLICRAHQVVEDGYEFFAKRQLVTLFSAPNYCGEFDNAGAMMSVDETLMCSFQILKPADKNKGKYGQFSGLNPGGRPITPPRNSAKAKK
# Fh CTSL1 inh = Fasciola hepatica cathepsin L1 inhibitors, primary screen, counter-screen for PFM18AAP inhibitor project, biochemical, QFRET, fluorogenic peptide substrate; recombinant F. hepatica cathepsin L1, Z-Leu-Arg-MCA fluorescence; inhibition, % at 5.96 µM; actives 0.49% (n = 300,000);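 active means inhibition above the mean of all tested compounds plus 3 SD, set per screening campaign, cut at about 17% in these data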;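 further: 0% = plate median of test compound wells and 100% = 1 µM Z-Phe-Ala-diazomethylketone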
# ZTA DNA inh = ZTA (EBV) inhibition in EBNA-1 counter-screen | AID 2234 | P03206 | actives 0.15% (n = 320,000) | inhibition, % at 11 µM | ZTA-DNA binding, fluorescence polarization; in the data active means inhibition above about 33%
# TPT1 inhibitor = Candida albicans TPT1 enzyme inhibitors, primary screen, biochemical, fluorescence polarization; tRNA 2'-phosphotransferase TPT1 (Candida albicans SC5314); recombinant caTPT1, FP RNA substrate dephosphorylation; inhibition, % at 5 µM; actives 0.81% (n = 300,000);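 active means inhibition above the mean of all tested compounds plus 3 SD, set per screening campaign, cut at about 24% in these data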;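 further: plate controls were DMSO alone for no effect and ferristatin control at 100 nM for full effect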
# EBNA-1 inhibitor = EBNA-1 DNA-binding inhibitors, primary screen, biochemical, fluorescence polarization; inhibition, % at 14.8 µM; actives 0.34% (n = 300,000); in the data active means inhibition above about 28%
# PP5 primary = PP5 phosphatase inhibitors, primary screen, biochemical, fluorescence; Serine/threonine-protein phosphatase 5 (Homo sapiens), P53041; purified PP5c, OMFP substrate fluorescence; inhibition, % at 6.7 µM; actives 0.18% (n = 320,000); AID 1987, 2009;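 active means inhibition above the campaign's mean inhibition across all tested compounds plus 3 SD, cut at about 9.5% in these data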;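 further: 0% = DMSO only and 100% = 100 µM cantharidin control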
# Target sequence (P53041 whole entry, looked up): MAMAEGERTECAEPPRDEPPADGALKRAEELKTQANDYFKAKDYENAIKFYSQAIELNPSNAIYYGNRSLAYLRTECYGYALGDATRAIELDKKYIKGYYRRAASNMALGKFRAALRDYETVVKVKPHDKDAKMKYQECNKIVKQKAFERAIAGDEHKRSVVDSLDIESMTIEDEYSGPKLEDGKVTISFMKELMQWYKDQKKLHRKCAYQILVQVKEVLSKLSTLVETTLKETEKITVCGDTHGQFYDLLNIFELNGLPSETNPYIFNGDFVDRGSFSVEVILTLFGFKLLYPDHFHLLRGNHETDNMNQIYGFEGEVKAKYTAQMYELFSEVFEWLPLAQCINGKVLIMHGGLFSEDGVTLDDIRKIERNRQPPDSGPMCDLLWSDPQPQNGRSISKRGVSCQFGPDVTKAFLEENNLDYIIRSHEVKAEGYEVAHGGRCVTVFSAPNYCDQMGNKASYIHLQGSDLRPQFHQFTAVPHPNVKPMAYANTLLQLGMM
# core dimer inh = inhibitors of HCV core protein dimerization, primary screen, biochemical, TR-FRET, high-throughput; AID 1899, 2009; actives 0.33% (n = 300,000); TR-FRET GST/Flag-core106 dimerization, 1536-well; inhibition, % at 5 µM;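 active means inhibition above the mean of all tested compounds plus 3 SD, set per screening campaign, cut at about 45% in these data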
#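 Assay system: tagged HCV core106 pair (GST and Flag); medium: KF-containing HEPES buffer, pH 7.45, DTT, CHAPS, BSA; also added: Eu donor and XL665 acceptor anti-tag antibodies; dosing: 5 µM single dose; timing: compound-protein-antibody incubation 4 h at 22.5 °C; signal: TR-FRET 671 and 617 nm emission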
# Numbers without * were called inactive; ? = inconclusive; nt = not tested or not shown.
nr	SMILES	ZTA DNA inh	EBNA-1 inhibitor	JMJD2C inh	Fh CTSL1 inh	TPT1 inhibitor
1	C#CCOCCOCCOCCNc1nc(N2CCN(C(=O)[C@H](CCCCN)n3cc([C@@H](N)CC(C)C)nn3)CC2)nc(N2CCN(C(=O)[C@H](Cc3ccc(O)cc3)n3cc([C@@H](N)CC(C)C)nn3)CC2)n1	-28	-6	5	8	-4
2	CCOc1ccc(-c2[nH]ncc2-c2csc(C)n2)c(O)c1	-8	6	7	-4	0
3	Cc1ccc(NC(=O)CC(C)S(=O)(=O)c2ccc3c(c2)NC(=O)CO3)c(Cl)c1 (configuration not stated)	6	2	37	-2	0
4	Cc1ccc(Nc2ncnc3c2oc2ccccc23)cc1	8	-14	-3	1	1
5	Cc1cc(NC(=O)Cn2cc([N+](=O)[O-])cn2)no1	-20	-6	-16	-4	2
6	O=C(CC(C(=O)O)c1c[nH]c2ccccc12)c1ccccc1 (configuration not stated)	-3	1	-6	0	-5
7	O=S(=O)(c1ccccc1)c1nc(-c2ccco2)oc1NCc1ccccc1	-13	-2	?	2	0
8	O=S(=O)(c1cccc2cccnc12)N1CCc2ccccc21	-2	1	-21	-7	-11
9	COc1ccc(/C=C/C(=O)N2CCN(c3ccccc3)CC2)cc1S(=O)(=O)N1CCOCC1	16	0	-14	-3	-1
10	O=C(Nc1ccc([N+](=O)[O-])cc1)/C(=C/c1cccc([N+](=O)[O-])c1)NC(=O)C1CCCCC1	10	-11	5	0	-3
11	O=C(Cn1c(=O)n(-c2ccc(F)cc2)c(=O)c2sccc21)N1CCCC1	5	-15	11	-2	-2
12	O=C1CC(C(=O)Nc2ccc(Cl)cc2)n2ncnc2N1 (configuration not stated)	-21	-9	11	7	-2
13	COc1ccc(CCN=C(N)NS(=O)(=O)c2ccc(F)cc2)cc1	-13	4	4	-2	-2
14	O=C(CNC(=O)c1sc2ccccc2c1Cl)NC1CC1	-13	1	6	-3	-1
15	OC1CCCC1	6	nt	11	nt	nt

nr	PP5 primary	PP1 counter	CR mimetic SO	core dimer inh
1	-5.5	7	113	-19
2	0.7	-1	81	1
3	1.4	1	75	1
4	2.2	6	91	6
5	-0.1	-5	108	2
6	-0.7	-1	89	-5
7	1.9	-3	100	8
8	3.0	-2	99	2
9	1.5	-2	143	-6
10	4.9	5	107	13
11	4.9	-2	110	1
12	-1.1	12	118	4
13	0.4	-1	76	-2
14	1.8	1	112	-10
15	-0.7	1	81	nt

# New compounds follow:
nr	SMILES	ZTA DNA inh	EBNA-1 inhibitor	JMJD2C inh	Fh CTSL1 inh	TPT1 inhibitor
16	CCOc1ccc(NC(=O)CC2C(=O)N(c3ccccc3)C(=O)N2Cc2ccccn2)cc1 (configuration not stated)	-4	8	7	-2	-2
17	Cc1c(NC(=O)C(=O)/C=C(\O)c2ccc(Br)cc2)c(=O)n(-c2ccccc2)n1C	-8	1	-2	1	8
18	CCn1c(-c2csc(-c3ccc(Cl)cc3)n2)n[nH]c1=S	-1	0	-6	-1	-1
19	CNC(=O)C(C)NS(=O)(=O)c1ccc(F)cc1 (configuration not stated)	18	9	26	1	0
20	Cc1cccc(C(=O)N2CCN(c3ccc([N+](=O)[O-])c(N4CCOCC4)c3)CC2)c1	-1	-1	25	12	-5
21	CCCC(CCC)=NNc1ccc(S(=O)(=O)Nc2ccccc2OC)cc1[N+](=O)[O-]	0	5	3	1	1
22	CCOC(=O)CCCCCN1C(=O)c2cccc3cccc(c23)C1=O	9	-5	-5	-10	1
23	Cc1cc2c3c(c1)C(C)(c1ccccc1)CC(C)(C)N3C(=O)C21C(C#N)=C(N)OC2=C1C(=O)CC(C)(C)C2 (configuration not stated)	-10	-1	-9	-4	-1
24	COc1ccccc1NC(=O)N1CCCC1C(=O)NCC1CCCO1 (configuration not stated)	-4	5	3	6	0
25	CCOC(=O)c1cnc2ccc(C(=O)OC)cc2c1Nc1ccc2c(c1)OCCO2	-17	-7	-10	3	2
26	O=C(Nc1ccccc1-c1nc2ccccc2s1)c1cccnc1	0	8	-1	-3	-6
27	CCOC(=O)CN1C(c2ccccc2O)Nc2ccc(Br)cc2C1c1ccccc1 (configuration not stated)	2	-6	4	4	-2
28	COCCNC(=O)/C(C#N)=C/c1cc(Br)c(O)c(OC)c1	-4	-1	2	4	8
29	O=C(Nc1ccccc1)Nc1ccccc1C(=O)NCc1ccccc1	-7	13	-5	5	-6
30	O=C(O)c1cnccn1	-11	1	-4	2	-2

nr	PP5 primary	PP1 counter	CR mimetic SO	core dimer inh
16	1.3	-3	109	1
17	1.1	1	78	4
18	0.8	5	94	-11
19	-0.7	-6	95	-6
20	-9.4	5	88	4
21	-1.4	-1	86	11
22	2.0	2	106	8
23	7.5	4	94	13
24	0.5	-10	93	-17
25	1.5	1	134	-2
26	0.5	-1	92	-4
27	3.5	-2	91	-2
28	0.0	0	107	-34
29	3.9	0	102	0
30	-8.4	2	92	-12

# Further compounds:
nr	SMILES	ZTA DNA inh	EBNA-1 inhibitor	JMJD2C inh	Fh CTSL1 inh	TPT1 inhibitor
31	CCOc1ccc(NC(=O)CCC(=O)c2ccc(-c3ccccc3)cc2)cc1	11	14	2	-3	1
32	CCN(CC)S(=O)(=O)c1ccc(N2CCOCC2)c(NC(=O)COc2ccc(C#N)cc2)c1	0	-7	-8	-5	3
33	O=C(CSc1nc(-c2cccs2)cc(C(F)(F)F)n1)Nc1cc(OCC(F)(F)F)cc([N+](=O)[O-])c1	-5	-6	-3	1	2
34	O=C(CN(C(=O)c1csnn1)c1ccc(F)c(Cl)c1)NC1CCCCC1	1	2	5	0	0
35	O=C(c1ccccc1Sc1ccccc1[N+](=O)[O-])N1CCCCC1	6	2	7	-13	0
36	CCOc1ccccc1C(=O)NCc1ccc2c(c1)OCO2	12	10	11	-3	-3
37	Cn1cccc1C(=O)Nc1nccs1	-18	8	21	1	-2
38	COc1ccc(-c2nnc(NC(=O)c3ccc(S(=O)(=O)N4CCc5ccccc5C4)cc3)o2)cc1	5	-2	6	0	4
39	Cc1ccc(NC(=O)CSCC#N)cc1	34*	7	1	-1	1
40	COc1ccc(NCC(=O)N/N=C/c2ccc3c(c2)OCCO3)cc1	-2	-17	-2	0	-4
41	CN(CC(=O)Nc1cccc(F)c1)C(=O)c1cc(=O)[nH]c2ccccc12	12	nt	4	nt	nt
42	O=C(NNC(=O)C(Cl)Cl)c1cnn(-c2ccccc2)c1C(F)(F)F	12	18	-6	4	-8
43	CCOc1cc(N2CCOCC2)c(OCC)cc1NC(=O)c1ccc2ccccc2n1	-9	-7	-10	4	4
44	CCCOc1ccc(N2CC(C(=O)Nc3ccccc3C(=O)NC)CC2=O)cc1 (configuration not stated)	-11	10	-2	-1	4
45	O=C(NNc1nc2ccc(Cl)cc2s1)c1cc(-c2cccs2)nc2ccccc12	0	7	-10	7	1

nr	PP5 primary	PP1 counter	CR mimetic SO	core dimer inh
31	1.0	3	96	14
32	3.1	-2	117	9
33	4.4	-3	98	6
34	1.5	-3	103	0
35	1.5	4	95	5
36	1.1	-3	92	4
37	1.5	1	90	0
38	1.5	1	131	-4
39	-1.5	-5	110	3
40	0.9	-5	94	-4
41	0.5	0	113	nt
42	-1.1	3	104	-5
43	0.6	-2	105	1
44	-4.0	-1	114	-1
45	1.8	25*	98	20

# The list goes on:
nr	SMILES	ZTA DNA inh	EBNA-1 inhibitor	JMJD2C inh	Fh CTSL1 inh	TPT1 inhibitor
46	O=C(Nc1cccc(NC(=O)c2ccc(-c3ccc(Br)cc3)o2)c1)c1ccccc1	-1	-2	0	1	1
47	O=C1c2cccnc2C(Nc2ccc(Cl)cc2)N1Cc1cccs1 (configuration not stated)	-4	11	12	2	-2
48	Cc1ccc(N2CC(C(=O)NCCc3ccc(S(N)(=O)=O)cc3)CC2=O)cc1 (configuration not stated)	6	0	-4	2	2
49	O=C(Nc1ccc(NC(=O)c2ccccc2F)cc1)c1cccs1	4	nt	8	nt	nt

nr	PP5 primary	PP1 counter	CR mimetic SO	core dimer inh
46	2.5	-2	114	33
47	4.1	2	78	-3
48	0.0	2	88	5
49	1.0	5	101	nt

# A draw from above in order of heavy-atom count, low to high.
nr	SMILES	ZTA DNA inh	EBNA-1 inhibitor	JMJD2C inh	Fh CTSL1 inh	TPT1 inhibitor
49	O=C(Nc1ccc(NC(=O)c2ccccc2F)cc1)c1cccs1	4	nt	8	nt	nt
48	Cc1ccc(N2CC(C(=O)NCCc3ccc(S(N)(=O)=O)cc3)CC2=O)cc1 (configuration not stated)	6	0	-4	2	2
46	O=C(Nc1cccc(NC(=O)c2ccc(-c3ccc(Br)cc3)o2)c1)c1ccccc1	-1	-2	0	1	1

nr	PP5 primary	PP1 counter	CR mimetic SO	core dimer inh
49	1.0	5	101	nt
48	0.0	2	88	5
46	2.5	-2	114	33

# Structures listed so far that contain an aryl methoxy group (7):
nr	SMILES	ZTA DNA inh	EBNA-1 inhibitor	JMJD2C inh	Fh CTSL1 inh	TPT1 inhibitor
9	COc1ccc(/C=C/C(=O)N2CCN(c3ccccc3)CC2)cc1S(=O)(=O)N1CCOCC1	16	0	-14	-3	-1
13	COc1ccc(CCN=C(N)NS(=O)(=O)c2ccc(F)cc2)cc1	-13	4	4	-2	-2
21	CCCC(CCC)=NNc1ccc(S(=O)(=O)Nc2ccccc2OC)cc1[N+](=O)[O-]	0	5	3	1	1
24	COc1ccccc1NC(=O)N1CCCC1C(=O)NCC1CCCO1 (configuration not stated)	-4	5	3	6	0
28	COCCNC(=O)/C(C#N)=C/c1cc(Br)c(O)c(OC)c1	-4	-1	2	4	8
38	COc1ccc(-c2nnc(NC(=O)c3ccc(S(=O)(=O)N4CCc5ccccc5C4)cc3)o2)cc1	5	-2	6	0	4
40	COc1ccc(NCC(=O)N/N=C/c2ccc3c(c2)OCCO3)cc1	-2	-17	-2	0	-4

nr	PP5 primary	PP1 counter	CR mimetic SO	core dimer inh
9	1.5	-2	143	-6
13	0.4	-1	76	-2
21	-1.4	-1	86	11
24	0.5	-10	93	-17
28	0.0	0	107	-34
38	1.5	1	131	-4
40	0.9	-5	94	-4

# No enrichment for hits (roughly 3.1% active in at least one column).
